TIM10 inh: growth inhibitors of TIM10 yeast strain. S. cerevisiae TIM10 strain growth, BacTiter-Glo luminescence, 24 h. inhibition, % at 10 µM. 330,000 compounds, 1.4% hits;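 active means inhibition of 40% or more at the single tested concentration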;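 further: wild-type TIM10 isogenic control strain grown at permissive 25 °C; 0% = DMSO yeast wells and 100% = minimal medium wells without yeast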
Jurkat NFkB inh: inhibitors of the PMA/ionomycin-induced NF-kB reporter in Jurkat cells; AID 435003; 330,000 compounds, 0.53% hits; PMA/ionomycin-induced NF-kB luciferase reporter, luminescence; inhibition, % at 4 µM; in the data active means inhibition above about 50%
Mdm2 MdmX PPI: inhibitors of human Mdm2/MdmX interaction; inhibition, % at 8 µM; 330,000 compounds, 3% hits; AID 485346; SaOS-2 split-luciferase Mdm2/MdmX complementation, luminescence;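 active means inhibition of at least 50% at 8 µM in the primary screen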
Target sequence (O15151 whole entry, looked up): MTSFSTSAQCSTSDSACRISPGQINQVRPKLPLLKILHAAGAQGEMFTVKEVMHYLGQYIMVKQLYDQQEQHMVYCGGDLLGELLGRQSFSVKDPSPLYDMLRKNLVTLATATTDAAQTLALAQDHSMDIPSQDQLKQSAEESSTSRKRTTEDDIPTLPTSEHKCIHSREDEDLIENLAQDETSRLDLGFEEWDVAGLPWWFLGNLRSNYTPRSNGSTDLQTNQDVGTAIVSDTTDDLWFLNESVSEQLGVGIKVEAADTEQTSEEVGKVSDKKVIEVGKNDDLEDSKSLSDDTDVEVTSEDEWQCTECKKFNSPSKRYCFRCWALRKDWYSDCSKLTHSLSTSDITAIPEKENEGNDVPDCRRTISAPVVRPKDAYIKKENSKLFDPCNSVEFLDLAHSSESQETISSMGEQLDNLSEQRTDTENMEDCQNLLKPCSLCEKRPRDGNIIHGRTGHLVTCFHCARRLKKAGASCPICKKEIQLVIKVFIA
Target sequence (Q00987 whole entry, looked up): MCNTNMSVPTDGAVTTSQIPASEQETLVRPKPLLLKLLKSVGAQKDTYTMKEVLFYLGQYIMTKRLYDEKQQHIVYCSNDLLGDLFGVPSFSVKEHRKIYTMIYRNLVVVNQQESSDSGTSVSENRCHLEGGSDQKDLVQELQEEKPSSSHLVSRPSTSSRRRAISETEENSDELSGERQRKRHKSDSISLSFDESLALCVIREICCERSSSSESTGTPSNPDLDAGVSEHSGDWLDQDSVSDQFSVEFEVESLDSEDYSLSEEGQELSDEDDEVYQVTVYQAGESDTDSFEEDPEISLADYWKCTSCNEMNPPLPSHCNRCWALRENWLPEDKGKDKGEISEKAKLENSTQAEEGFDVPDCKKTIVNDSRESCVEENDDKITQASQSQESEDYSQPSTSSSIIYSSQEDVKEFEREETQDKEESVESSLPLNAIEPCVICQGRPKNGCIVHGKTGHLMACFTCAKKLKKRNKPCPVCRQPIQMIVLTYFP
UPR CHOP act: activators of apoptotic arm of unfolded protein response (CHOP) | CHO-CHOP luciferase reporter, UPR activation, luminescence; percent of tunicamycin response over DMSO baseline | activation, % at 10 µM | 330,000 compounds, 0.34% hits | AID 449763;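 active means at 10 µM dose, activation of 40% or more, normalized to positive control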;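 further: 100% = tunicamycin at 10 µg/mL and 0% = DMSO alone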
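measured by = luciferase luminescence | assay system = CHO-CHOP cells, stable luciferase reporter of PERK-eIF2a-CHOP signalling | amount = 500 reporter cells seeded per well | timing = 6 h compound exposure at 37 °C after overnight seeding | controls = positive tunicamycin 10 µg/mL, negative DMSO alone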
697 NFkB inh: lowers PMA/ionomycin-induced NF-kB signal in 697 B cells; 697 B-cell NF-kB luciferase reporter, 16 h; inhibition, % at 4 µM; 330,000 compounds, 0.33% hits; in the data active means inhibition above about 35%
tim23-1 inh: inhibits growth of tim23-1 mutant yeast | inhibition, % at 20 µM | 330,000 compounds, 1.3% hits | S. cerevisiae tim23-1 growth, BacTiter-Glo luminescence, 24 h | AID 463212;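 active means growth inhibition of the mutant yeast at or above 50%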;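 further: temperature-sensitive mutant grown at 25 °C; plate controls were DMSO-treated mutant yeast for no effect and medium wells lacking yeast for full effect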
XBP1 UPR activ: activators of adaptive arm of unfolded protein response (XBP1) | activation, % at 20 µM | CHO-XBP1 luciferase reporter, IRE1-XBP1 UPR activation, luminescence; percent of tunicamycin response, DMSO as zero | AID 463104 | 330,000 compounds, 0.33% hits;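 active means versus positive control, 20 µM dose yields 30% or more activation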;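 further: 100% = tunicamycin at 10 µg/mL and 0% = DMSO only wells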
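incubation = overnight seeding at 37 °C, 6 h compound treatment at 37 °C | assay system = CHO-XBP1 cells stably carrying IRE1-XBP1-driven luciferase reporter | input = 1000 cells per well | detection = luciferase luminescence | dosing = single point, 20 µM final compound, 1% DMSO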
tim10-1 inh: inhibits growth of tim10-1 mutant yeast; S. cerevisiae tim10-1 ts strain growth, BacTiter-Glo, 24 h; inhibition, % at 20 µM; AID 463190; 330,000 compounds, 2.2% hits;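 active means inhibition of at least 40%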;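 further: mutant grown at 25 °C; 0% = DMSO wells with yeast and 100% = wells holding no yeast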
* = called active by the depositor; . = not tested or not shown.

SMILES | TIM10 inh | Jurkat NFkB inh | Mdm2 MdmX PPI | UPR CHOP act | 697 NFkB inh | tim23-1 inh | XBP1 UPR activ | tim10-1 inh
COc1ccccc1N(CC(=O)N1CCC(C(N)=O)CC1)S(=O)(=O)c1ccccc1 | -14 | -18 | 24 | 1.5 | 17 | 0 | 1 | 8
COc1ccc(S(=O)(=O)N2CCOCC2)cc1NC(=O)CCOc1ccc(C(C)(C)C)cc1 | 1 | 11 | 22 | 1.6 | -21 | -5 | 4 | 1
COc1ccccc1NC(=S)N1CCC(NC(=O)NC23CC4CC(CC(C4)C2)C3)CC1 | 9 | -15 | 1 | -1.0 | -37 | 1 | -7 | 0
COc1ccc2cc(CN(Cc3ccco3)C(=S)NCC3CCCO3)c(=O)[nH]c2c1 (stereo not drawn) | 10 | 12 | 21 | -0.2 | -2 | 15 | 8 | 20
O=P(CCO)(c1ccccc1)c1ccccc1 | -7 | -1 | 11 | 1.7 | 14 | 3 | 1 | 6
CN(C)c1ccc(/C=N/NC(=O)CNC(=O)/C=C/c2ccccc2)cc1 | 8 | 9 | 36 | 1.8 | -2 | 12 | 1 | 3
CCOC(=O)c1cnn(-c2cc(Oc3cccc(C)c3)ncn2)c1N | 6 | 4 | 13 | -0.5 | 5 | 12 | 1 | 18
Cc1ccc(C(=O)OCCOc2cccc(Cl)c2)cc1S(=O)(=O)N1CCOCC1 | 4 | 3 | 4 | 2.2 | -2 | 14 | -2 | 36
COc1ccc(C2=[N+]([O-])C(C)(C)C(c3ccccc3)=N2)cc1 | -5 | -13 | 9 | -0.9 | -12 | 25 | -3 | 17
CCCCn1c(-c2ccccc2)nnc1-c1ccccc1 | 14 | 8 | 7 | 2.2 | -3 | 20 | -2 | 19
COc1ccc(CNc2ncnc3cc(OC)c(OC)cc23)cc1OC | 3 | 7 | -11 | 0.0 | -14 | 14 | 2 | 7
CC(C)(C)C(=O)COc1ccccc1[N+](=O)[O-] | -5 | 4 | 4 | 1.2 | -12 | 0 | -2 | 12
COc1ccccc1/C=C/C(=O)OCC(=O)NC1CCCCCC1 | 21 | -10 | -9 | 0.7 | 18 | 39 | -1 | 22
Cc1ccccc1NS(=O)(=O)c1ccc(C(=O)N2CCC2)cc1 | 4 | 4 | 11 | -0.8 | -15 | 12 | -2 | 16
Cc1nn(CC(C)C)c2sc(C(=O)NC3CC(C)(C)NC(C)(C)C3)cc12 | 10 | 10 | 31 | 0.0 | 3 | 0 | 2 | -18
Cc1cccc(N(CC(=O)NC2CCCC2)C(=O)CCC(=O)Nc2ccccn2)c1 | -13 | -18 | 0 | 0.7 | 3 | 14 | -7 | 3
COc1ccc(N2CCN(c3ncnc4scc(-c5ccc(C)cc5)c34)CC2)cc1 | 14 | 10 | 18 | 1.4 | -9 | 10 | -4 | -26
O=C1NC(Cc2ccc(O)cc2)c2nc3ccc(Cl)cc3c(=O)n2-c2ccccc21 (stereo not drawn) | 6 | 6 | 1 | -0.3 | 3 | 15 | 1 | 18
[N-]=[N+]=NC[C@H](Cc1ccccc1)N1CC[C@@H](OCc2ccccc2)CCC1=O | 5 | -13 | -29 | 0.1 | 3 | 13 | 1 | -7
CC(C)CNC(=O)CC(=O)N/N=C/c1ccc(Br)cc1 | -16 | -3 | 21 | -0.5 | -3 | 7 | -3 | -2
Cc1cccc(OCc2nnc(N)s2)c1 | 15 | -27 | 2 | -0.4 | -10 | 9 | 1 | 6
O=C(/C=C/c1ccc(F)cc1)N1CCN(Cc2ccccc2)CC1 | 13 | 3 | 11 | 2.5 | -2 | 14 | -2 | 16
CSc1cccc(CN2CCN(CCC(C)C)C(CCO)C2)c1 (stereo not drawn) | 3 | -4 | 11 | 0.6 | -6 | 7 | 0 | -16
COc1ccc(N2C(=O)C3C(C2=O)C2C=CC3C23CC3)c(OC)c1 (stereo not drawn) | 11 | 0 | -18 | -0.8 | -30 | 7 | -1 | 13
COC(=O)N(NC(=O)C(O)(c1ccccc1)c1ccccc1)c1ccc(C)cc1 | 13 | 12 | 19 | -1.7 | -4 | 17 | -2 | 11

6 compounds already listed, sorted by length of the SMILES, low to high:
SMILES | TIM10 inh | Jurkat NFkB inh | Mdm2 MdmX PPI | UPR CHOP act | 697 NFkB inh | tim23-1 inh | XBP1 UPR activ | tim10-1 inh
O=P(CCO)(c1ccccc1)c1ccccc1 | -7 | -1 | 11 | 1.7 | 14 | 3 | 1 | 6
CSc1cccc(CN2CCN(CCC(C)C)C(CCO)C2)c1 (stereo not drawn) | 3 | -4 | 11 | 0.6 | -6 | 7 | 0 | -16
COc1ccc(N2C(=O)C3C(C2=O)C2C=CC3C23CC3)c(OC)c1 (stereo not drawn) | 11 | 0 | -18 | -0.8 | -30 | 7 | -1 | 13
CN(C)c1ccc(/C=N/NC(=O)CNC(=O)/C=C/c2ccccc2)cc1 | 8 | 9 | 36 | 1.8 | -2 | 12 | 1 | 3
COC(=O)N(NC(=O)C(O)(c1ccccc1)c1ccccc1)c1ccc(C)cc1 | 13 | 12 | 19 | -1.7 | -4 | 17 | -2 | 11
COc1ccc2cc(CN(Cc3ccco3)C(=S)NCC3CCCO3)c(=O)[nH]c2c1 (stereo not drawn) | 10 | 12 | 21 | -0.2 | -2 | 15 | 8 | 20

In the list so far, 2 contain a thiophene ring, fused or not.
SMILES | TIM10 inh | Jurkat NFkB inh | Mdm2 MdmX PPI | UPR CHOP act | 697 NFkB inh | tim23-1 inh | XBP1 UPR activ | tim10-1 inh
Cc1nn(CC(C)C)c2sc(C(=O)NC3CC(C)(C)NC(C)(C)C3)cc12 | 10 | 10 | 31 | 0.0 | 3 | 0 | 2 | -18
COc1ccc(N2CCN(c3ncnc4scc(-c5ccc(C)cc5)c34)CC2)cc1 | 14 | 10 | 18 | 1.4 | -9 | 10 | -4 | -26

The listing continues.
SMILES | TIM10 inh | Jurkat NFkB inh | Mdm2 MdmX PPI | UPR CHOP act | 697 NFkB inh | tim23-1 inh | XBP1 UPR activ | tim10-1 inh
CCOc1ccc(N(C(=O)CNS(=O)(=O)c2ccccc2)C(CC)C(=O)NCc2ccco2)cc1 (stereo not drawn) | 0 | -2 | -13 | 1.6 | -18 | 5 | -3 | 3
Cc1ccc(NS(=O)(=O)c2ccc(NC(=O)C3CC3)cc2)c(C)c1 | -1 | 3 | 38 | -0.1 | -7 | 17 | -8 | 19
CCCCC(=O)Nc1nnc(S(=O)(=O)N2CCCc3ccccc32)s1 | 5 | 11 | 27 | -0.7 | 3 | 20 | -3 | 12
COc1ccc(C(=O)CSc2nnc3n2CCCN3C(=O)Nc2ccccc2)cc1 | 11 | 11 | 6 | 0.3 | 6 | 11 | 3 | 10
CCCCCn1c(Br)nc2c1c(=O)n(CC(N)=O)c(=O)n2C | 3 | -15 | -1 | 1.7 | 9 | 11 | 0 | 7
O=C(O)c1cnc(N2CCOCC2)nc1 | 6 | -17 | 4 | -0.6 | 26 | -11 | -3 | -8
COc1ccc(/C(N)=N/OC(=O)CCCc2ccccc2)cc1OC | 6 | -2 | -2 | -1.9 | 14 | 6 | 0 | 29
C=CCOc1ccc(CNCCO)cc1OCC | 2 | -18 | -17 | -1.5 | -10 | 19 | -3 | 11
OCc1ccnc(Cl)c1 | -24 | 2 | 6 | -0.5 | 5 | 6 | -2 | 3
CCOc1ccc(CNC(=O)CCS(=O)(=O)c2ccc3c(c2)oc(=O)n3C)cc1 | 2 | 7 | 1 | 0.5 | 3 | -8 | -3 | 1
CCCN1Cc2cc(OC)ccc2-c2ccccc2S1(=O)=O | -6 | . | 9 | 2.0 | 15 | 30 | 1 | 11
CC1CC(C)CN(S(=O)(=O)c2ccc(C(=O)NCc3ccco3)cc2)C1 (stereo not drawn) | 3 | 5 | 7 | 0.0 | 3 | 22 | -1 | 14
Cc1ccc(S(=O)(=O)N(C)C)cc1NC(=O)COC(=O)c1sc2cc(Cl)ccc2c1Cl | -4 | 17 | -14 | 0.3 | 20 | 5 | 0 | 19
C=CCn1c(C)cc(C(=O)CN2NS(=O)(=O)c3ccccc3C2=O)c1C | 8 | -10 | 64* | 2.0 | -80 | 15 | -3 | 14
Cc1ccc(S(=O)(=O)N2CCC(=O)N(C(COCc3ccc(Cl)cc3Cl)Cc3ccccc3)CC2)cc1 (stereo not drawn) | 17 | -2 | 39 | 6.8 | -8 | 21 | -1 | 11
O=C1NC(c2ccccc2Cl)=N/C1=C/c1ccco1 | 31 | -20 | -1 | 5.5 | -25 | 53* | 3 | 16
O=C(O)CCN1C(=O)c2ccccc2C1=O | -12 | -16 | -8 | 0.1 | -11 | 2 | -1 | -2
CC(C)C[C@@H](CC#N)N1CCN(Cc2ccccc2)CCC1=O | 6 | 19 | 14 | -2.0 | 11 | -2 | 0 | -6
Cc1[nH]c(=O)[nH]c(=O)c1/C=C/C(=O)O | 8 | 2 | -10 | 2.2 | 19 | 8 | -1 | -6
CCOC(=O)c1cnn(CCOC(=O)c2ccccc2F)c1NC(=O)c1ccccc1F | 13 | 6 | 9 | 0.4 | 3 | 28 | -1 | 23
Cc1ccc2nc(NS(C)(=O)=O)sc2c1 | -14 | 2 | -1 | -0.4 | 15 | 9 | -1 | 16
Cn1c(C(=O)NC2CC2)cc2c(=O)n(C)c3ccccc3c21 | 0 | -11 | 3 | 0.9 | 2 | 23 | -1 | 24
CCOC(=O)C(NC(=O)NCc1ccccc1OC)(OCC)C(F)(F)F (stereo not drawn) | 13 | 4 | 10 | -1.3 | 25 | 15 | -5 | -6
Cc1ccc(C)c(S(=O)(=O)Nc2ccc3oc(C)c(C(=O)O)c3c2)c1 | 12 | -2 | 19 | 2.2 | 7 | 7 | 1 | -21
CCn1c(CNC(=O)Cc2ccc(OC)cc2)nnc1SCCOc1ccccc1 | 14 | -2 | 26 | -0.3 | -8 | 11 | 0 | 0

(further entries)
SMILES | TIM10 inh | Jurkat NFkB inh | Mdm2 MdmX PPI | UPR CHOP act | 697 NFkB inh | tim23-1 inh | XBP1 UPR activ | tim10-1 inh
CCc1c(C)nc2nc(SCc3ccccc3Cl)[nH]n2c1=O | -3 | 10 | 31 | -0.1 | 3 | 9 | -3 | 24
CCCNC(=S)NNC(=O)c1cccs1 | 7 | 6 | 20 | 5.6 | 10 | 7 | 0 | 8
O=C(CSc1nnc2ccc(-c3ccccn3)nn12)Nc1ccccc1F | 6 | 10 | -26 | 1.2 | 11 | 17 | -1 | -2
CCC(=O)c1ccc(/C=C/c2nc3ccccc3n2C)o1 | 11 | -121 | -188 | 0.9 | -142 | -10 | -3 | 5
O=C(Nc1ccc(CN2CCOCC2)cc1)c1ccc(-c2cccc(Cl)c2)o1 | -2 | 19 | -5 | 1.9 | -27 | 12 | 1 | 29
Cc1c(C(=O)NCC2CCCO2)oc2ccc(S(=O)(=O)N3CC(C)CC(C)C3)cc12 (stereo not drawn) | -15 | 2 | -6 | 0.6 | -20 | 11 | -2 | 19
O=C(O)c1cc(Cl)c2ccccc2c1O | -7 | 6 | 1 | -1.9 | 7 | 5 | 1 | 20
COCCSc1nnc(NC(=O)C2CC(=O)N(C3CCCC3)C2)s1 (stereo not drawn) | 8 | 4 | -10 | 0.7 | 21 | 5 | -5 | -12

High-throughput results from PubChem BioAssay.
